Assay outcomes (PubChem)
NFkB transloc inh – blocks IL-1B driven NFkB nuclear translocation in HUVEC cells; HUVEC IL-1B NFkB p65 nuclear translocation imaging; inhibition, % at 2 µM; 94,000 compounds, 0.43% hits;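 active = inhibition above about 30% together with a positive call from visual inspection of the well image, limit read from the data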;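 also: nuclear over cytoplasmic p65 intensity ratio measured by imaging; 0% = IL-1B stimulated DMSO wells and 100% = unstimulated DMSO wells; values of inactives mirror those of a sister screen read the other way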
NFkB transloc pot – enhances IL-1B driven NFkB nuclear translocation. AID 819. HUVEC IL-1B NFkB p65 nuclear translocation imaging. 94,000 compounds, 0.3% hits. activation, % at 2 µM;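 active = activation above 40%, about the mean plus 3 SD, also judged a hit on visual image review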;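 also: percent activation is computed from the nuclear over cytoplasmic p65 intensity ratio; values of inactives mirror those of a sister screen read the other way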
MRP resist rev – MRP-mediated drug resistance reversal; H69AR cells + 2 uM doxorubicin, CellTiter-Glo, 72 h; differential viability (reversal), % at 10 µM; 85,000 compounds, 0.04% hits; AID 602;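 active = viability drop by adding the cancer drug above about 55%, with treated viability meeting a 40% cutoff, limit read from the data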;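 also: viability without doxorubicin minus viability with 2 µM doxorubicin for each compound; larger differential means the compound sensitizes cells more to doxorubicin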
PLAP inhibition – inhibition of human placental alkaline phosphatase – biochemical, luminescence, HTS (AID 690). purified PLAP, luminescent substrate; higher % means a stronger effect. inhibition, % at 20 µM; hits with a dose series show IC50 in µM. 96,000 compounds, 0.08% hits; in the data active = a potency from the dose series; inactive = the rest, 99 in 100 with inhibition below about 30%; also: strong numbers were not always called active
Bcl-B displacement – displacers of TR3 peptide from Bcl-B, primary screen, selectivity assay for Bfl-1 inhibitor project, biochemical, fluorescence polarization | FP displacement of FITC-TR3 peptide from Bcl-B; higher % means a stronger effect | one-dose displacement, % at 20 µM; IC50 in µM for titrated hits | 96,000 compounds, 0.11% hits;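 active = displacement above 50% at 20 µM plus a fluorescence interference ratio under 1.5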;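 also: plate controls were wells without compound for no effect and wells lacking Bcl-B protein for full effect; a part of the inactive calls stands beside numbers as strong as those of hits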
MRP resist rev cytotoxicity – recorded beside MRP resist rev, whose call it bears; viability, %; H69AR cells, CellTiter-Glo, 72 h; measured here: cytotoxicity without doxorubicin
MRP resist rev with doxorubicin – recorded beside MRP resist rev, whose call it bears; viability, %; measured here: viability with 2 uM doxorubicin; stronger effect = lower value
NFkB transloc inh cell count 2 µM – further read-out of NFkB transloc inh, marked with its call; cell count; measured here: cells passing quality filter;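 raw number of nuclei counted in each imaged well without normalization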
NFkB transloc pot cell count 2 µM – recorded beside NFkB transloc pot, whose call it bears; cell count; measured here: cells passing quality filter
An asterisk follows results filed as active; · = not tested or not shown. Not all compounds are listed. The share of hits here may be higher or lower than overall.

SMILES	NFkB transloc inh	NFkB transloc inh cell count 2 µM	NFkB transloc pot	NFkB transloc pot cell count 2 µM	MRP resist rev	MRP resist rev cytotoxicity	MRP resist rev with doxorubicin	PLAP inhibition	Bcl-B displacement
CC(C)Cn1c(CCC(=O)O)ccc1-c1cccs1	-16	97	16	97	·	·	·	·	·
CN(C)c1ccc(/C=C/C=C2/SC(=S)N(c3ccccc3)C2=O)cc1	16	147	-16	147	·	·	·	9.8µM*	-66%
O=C1CC(c2ccccc2)n2nc(N3C(=O)c4ccccc4C3=O)nc2N1 (stereo not drawn)	·	·	·	·	-4	87	91	-18%	6%
CC(CNCC1CCCO1)COc1cccc2ccccc12 (stereo not drawn)	10	140	-11	140	·	·	·	-10%	-1%
N#Cc1nc(COc2ccc(F)cc2)oc1NCCCn1ccnc1	-1	77	1	77	13	104	92	-12%	-6%
O=C(N1CCCCC1)N1CCN(C(c2ccccc2)c2ccccc2)CC1	-1	170	1	170	0	101	101	-89%	-2%
O=C(c1c(O)c2ccccc2oc1=O)C1CCCCC1	0	192	0	192	-12	54	67	9%	4%
CCOC(=O)Cc1nn(CCc2ccccn2)c(=O)c2ccccc12	-34	170	34	170	5	102	97	15%	0%
CCC(Sc1n[nH]c(=O)[nH]c1=O)C(=O)OCc1ccccc1 (stereo not drawn)	10	169	-10	169	10	105	95	-45%	-3%
CCOC(=O)C1(C(F)(F)F)N=C(C(F)(F)F)Nc2ccccc21 (stereo not drawn)	-2	146	-28	51	11	108	97	-9%	-4%
CCCN(CCC)c1ncnc2nc[nH]c12	·	·	·	·	-5	79	84	-135%	-1%
COC(=O)c1cn(N(C)c2ncc(C(F)(F)F)cc2Cl)c(=O)c2ccccc12	-19	157	19	157	-22	54	76	-34%	-25%

Entries above with four or more nitrogen atoms, in the order listed:
SMILES	NFkB transloc inh	NFkB transloc inh cell count 2 µM	NFkB transloc pot	NFkB transloc pot cell count 2 µM	MRP resist rev	MRP resist rev cytotoxicity	MRP resist rev with doxorubicin	PLAP inhibition	Bcl-B displacement
O=C1CC(c2ccccc2)n2nc(N3C(=O)c4ccccc4C3=O)nc2N1 (stereo not drawn)	·	·	·	·	-4	87	91	-18%	6%
N#Cc1nc(COc2ccc(F)cc2)oc1NCCCn1ccnc1	-1	77	1	77	13	104	92	-12%	-6%
CCCN(CCC)c1ncnc2nc[nH]c12	·	·	·	·	-5	79	84	-135%	-1%

Compounds shown so far that have fluorine:
SMILES	NFkB transloc inh	NFkB transloc inh cell count 2 µM	NFkB transloc pot	NFkB transloc pot cell count 2 µM	MRP resist rev	MRP resist rev cytotoxicity	MRP resist rev with doxorubicin	PLAP inhibition	Bcl-B displacement
N#Cc1nc(COc2ccc(F)cc2)oc1NCCCn1ccnc1	-1	77	1	77	13	104	92	-12%	-6%
CCOC(=O)C1(C(F)(F)F)N=C(C(F)(F)F)Nc2ccccc21 (stereo not drawn)	-2	146	-28	51	11	108	97	-9%	-4%
COC(=O)c1cn(N(C)c2ncc(C(F)(F)F)cc2Cl)c(=O)c2ccccc12	-19	157	19	157	-22	54	76	-34%	-25%

Later entries
SMILES	NFkB transloc inh	NFkB transloc inh cell count 2 µM	NFkB transloc pot	NFkB transloc pot cell count 2 µM	MRP resist rev	MRP resist rev cytotoxicity	MRP resist rev with doxorubicin	PLAP inhibition	Bcl-B displacement
Cc1ccc(F)c(NC(=O)CCc2ccccc2)c1	8	113	-8	113	2	98	96	14%	-1%
CCCCCCOc1cccc(N)c1	-10	143	9	143	15	95	80	0%	-1%
O=C(NCCCN1CCOCC1)c1ccc(CS(=O)(=O)c2ccc(Br)cc2)o1	-18	74	18	74	9	96	88	0%	-1%
S=C(NCc1ccccc1)NCC1COc2ccccc2O1 (stereo not drawn)	-5	92	5	92	·	·	·	16%	1%
CCCCCCCOC(=O)C1=C(C)Nc2ncnn2C1c1cccs1 (stereo not drawn)	-41	184	41*	184*	2	82	81	26%	5%
O=C(Cn1c(C(F)(F)F)nc2ccccc21)c1ccc(F)cc1	-6	169	5	169	·	·	·	-18%	-1%
c1ccc(-n2c(SCC3CCCCO3)nnc2-c2cccs2)cc1 (stereo not drawn)	-6	91	6	91	4	84	81	-10%	-1%
CC(=O)Nc1ccc(S(=O)(=O)N2CCN(c3nc(NC4CCCC4)c4ccccc4n3)CC2)cc1	4	208	-4	208	0	1	2	-11%	8%
Cc1ccc(NC2=NCC(=O)N2Cc2ccc3c(c2)OCO3)cc1	·	·	·	·	13	97	84	-16%	8%
NC(=O)NCC12CC3CC(CC(C3)C1)C2	16	149	-16	149	5	101	96	-10%	-1%
COc1ccc(C2NC(=O)NC(O)(C(F)(F)F)C2C(=O)c2ccc(F)cc2)cc1 (stereo not drawn)	-17	137	17	137	20	93	73	-6%	-6%
O=C(NC1CCCC1)c1noc2c1CCCCC2	-10	184	10	184	3	100	97	1%	8%
O=C(CCCn1c(=O)[nH]c2cc(Cl)ccc2c1=O)NCCN1CCN(c2ccccc2)CC1	-1	159	1	159	·	·	·	·	·
CC1=C(C(=O)N2CCc3ccccc32)C2(CCC(C)CC2)OC1=O (stereo not drawn)	-7	106	7	106	16	94	78	-7%	-15%
CC1CN(CCC(=O)Nc2ccc3c(c2)OCO3)CC(C)O1 (stereo not drawn)	-6	121	6	121	0	97	97	10%	5%
C=CCOC(=O)/C(=C\c1ccc(OC)cc1)NC(=O)c1ccco1	-27	106	27	106	·	·	·	-3%	-1%
O=C(Oc1ccccc1C(=O)Oc1ccccc1)c1ccco1	-2	180	2	180	-1	103	105	9%	7%
CCOC(=O)C1CCN(C(c2cc3ccc(C)cc3[nH]c2=O)c2nnnn2C2CCCCC2)CC1 (stereo not drawn)	-3	176	3	176	-6	94	100	-55%	-34%
CCCC1=C(C(=O)OCC)C(c2ccccc2OCC)NC(=O)N1C (stereo not drawn)	6	117	-6	117	-6	69	75	-26%	2%
COc1ccc(NC(=O)CSc2nnc(Cc3cccn3C)n2CCc2ccccc2)cc1OC	11	179	-11	179	11	99	88	-48%	-6%
COc1ccccc1-c1cc(C(=O)Nc2c(C)n(C)n(-c3ccccc3)c2=O)no1	-21	151	21	151	-8	87	95	-5%	7%
O=C(NNC1=C(C(=O)C(F)(F)F)CCC1)c1ccccc1O	-13	68	13	68	-9	30	39	-75%	12%
CC(=O)Nc1nc(N)n(-c2ccccc2)n1	-10	151	10	151	37	118	81	-18%	-5%
c1csc(-c2nnc(Cc3cccc4ccccc34)o2)c1	-23	149	23	149	-17	88	106	·	·
CC(=O)c1c(C)n([O-])c2ccccc2[n+]1=O	-26	127	26	127	7	108	101	6%	2%
Cc1ccc(N(CC(O)COCc2ccco2)S(=O)(=O)c2ccc(C)cc2)cc1 (stereo not drawn)	-17	132	17	132	-7	87	94	-82%	-18%
O=[N+]([O-])c1ccc2c(c1)C(O)n1nc(-c3ccc(Cl)cc3Cl)nc1S2 (stereo not drawn)	-24	165	24	165	·	·	·	40%	-3%
CCN1CCCC1CNc1ncnc2c1[nH]c1ccc(F)cc12 (stereo not drawn)	0	100	0	100	-9	78	88	-63%	-1%
Cc1ccccc1OCc1nnc(SCC(=O)Nc2ccc3nc(SCC(=O)NC(C)(C)C)sc3c2)n1C	-8	119	8	119	·	·	·	4%	1%
CC(C)CNC(=O)COc1ccc2c3c(c(=O)oc2c1)CCC3	3	208	-3	208	·	·	·	-10%	7%
O=C(COC(=O)Cn1cnc2ccccc21)NCCC1=CCCCC1	·	·	·	·	-8	97	105	6%	10%
CN(CCC(=O)Nc1ccc2c(c1)OCO2)Cc1ccccc1	6	98	-6	98	-13	83	95	8%	10%
CCCCOc1ccc(/C=C/C(=O)NCCc2nc3ccccc3[nH]2)cc1	3	169	-3	169	·	·	·	-6%	-3%
CCOc1ccccc1NC(=O)NC1CCN(CC(=O)Nc2ccc3c(c2)OCCO3)CC1	-19	122	19	122	-11	62	73	-68%	-7%
COCCCNC(=O)CSC1=Nc2ccccc2C2=NC(Cc3c[nH]c4ccccc34)C(=O)N12 (stereo not drawn)	-4	143	4	143	5	95	90	-4%	-13%
Cc1ccc(C)c(CN2C(=O)C3CCCN3c3ccc(S(=O)(=O)N4CCOCC4)cc32)c1 (stereo not drawn)	11	163	-11	163	·	·	·	-38%	-58%

With a hit mark in PLAP inhibition (from the list above):
| compound | NFkB transloc pot | NFkB transloc pot cell count 2 µM | PLAP inhibition | Bcl-B displacement |
| --- | --- | --- | --- | --- |
| CN(C)c1ccc(/C=C/C=C2/SC(=S)N(c3ccccc3)C2=O)cc1 | -16 | 147 | 9.8µM* | -66% |

Arranged by count of non-hydrogen atoms (low to high): some entries from above
SMILES	NFkB transloc inh	NFkB transloc inh cell count 2 µM	NFkB transloc pot	NFkB transloc pot cell count 2 µM	MRP resist rev	MRP resist rev cytotoxicity	MRP resist rev with doxorubicin	PLAP inhibition	Bcl-B displacement
CC(=O)Nc1nc(N)n(-c2ccccc2)n1	-10	151	10	151	37	118	81	-18%	-5%
C=CCOC(=O)/C(=C\c1ccc(OC)cc1)NC(=O)c1ccco1	-27	106	27	106	·	·	·	-3%	-1%
COc1ccc(C2NC(=O)NC(O)(C(F)(F)F)C2C(=O)c2ccc(F)cc2)cc1 (stereo not drawn)	-17	137	17	137	20	93	73	-6%	-6%

(cont.)
SMILES	NFkB transloc inh	NFkB transloc inh cell count 2 µM	NFkB transloc pot	NFkB transloc pot cell count 2 µM	MRP resist rev	MRP resist rev cytotoxicity	MRP resist rev with doxorubicin	PLAP inhibition	Bcl-B displacement
Cc1ccc(C2c3c(oc4ccccc4c3=O)C(=O)N2CCCN2CCOCC2)o1 (stereo not drawn)	-2	189	2	189	2	95	94	-54%	-2%
Cc1ccc(S(=O)(=O)N(CC(=O)N/N=C/c2ccco2)Cc2ccccc2)cc1	-12	136	12	136	·	·	·	-24%	-1%
CC(=O)N1CCN2C(=O)C1CCCC(=O)c1cc(C3CCCCC3)ccc12 (stereo not drawn)	-4	153	4	153	13	86	73	-37%	-5%
COc1ccc(-c2nnc(SCC(=O)Nc3ccc(C)cc3)n2C)cc1	-17	182	17	182	14	101	86	14%	4%
O=C(NCc1ccccc1)C(Cc1ccccc1)N1C(=O)C2C3CCC(C3)C2C1=O (stereo not drawn)	4	132	-4	132	·	·	·	9%	-8%
O=[N+]([O-])c1cccnc1N1CCC(c2cc(-c3cccc(C(F)(F)F)c3)n[nH]2)CC1	8	106	-8	106	17	34	17	-34%	8%
CN1CCN(CCc2nc3cc(NC(=O)COc4ccccc4)ccc3n2C)CC1	-7	150	7	150	·	·	·	2%	-10%
O=C(NCCCCNC(=O)c1ccc(Cl)s1)c1ccc(Cl)s1	1	122	-1	122	-3	92	94	·	·
CCNC(=O)c1cc2c(=O)n3cccc(C)c3nc2n(Cc2ccc(C)cc2)c1=N	·	·	·	·	·	·	·	-61%	5%
COc1cccc(-c2nn(-c3ccccc3)cc2CO)c1	1	81	-1	81	13	83	70	9%	-1%
COc1ccc(NC(=O)C2CCCN(c3c4c(nc5ncnn35)CCC4)C2)cc1 (stereo not drawn)	·	·	·	·	7	99	93	-80%	-4%
O=C(c1ccc(Br)s1)N1CCCC1	-7	196	7	196	-10	98	108	15%	-4%
